Vc quorum ag: quorum light induction in luxS cqsA deficient V. cholerae. activation, % at 18.7 µM. AID 588436. V. cholerae BH1578 lux reporter, luminescence, 6 h. hit rate 0.16% among 350,000; in the data active means activation mostly above about 9.7%, no sharp cut-off; further: not every result past the cut was called active; inactives centre near 0; reference of the scale not given here
VHR inh abs: DUSP3 (human) phosphatase inhibition; P51452; recombinant VHR phosphatase, pNPP absorbance; inhibition, % at 13.3 µM; hit rate 0.52% among 290,000; in the data active means inhibition above about 50%; further: some compounds called inactive have numbers as strong as hits
SSB-PriA inh: inhibitors of Klebsiella pneumoniae PriA binding to SSB C-terminal tail | AlphaScreen SSBct-PriA binding, biotinylated peptide | inhibition, % at 33 µM | hit rate 0.6% among 430,000; in the data active means inhibition mostly above about 37%, no sharp cut-off; inactive means mostly below about 20%;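 further: plate controls were negative control peptide for no effect and reference peptide for full effect; strong numbers were not always called active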
Y pestis TopoI: blocks Yersinia pestis topoisomerase I activity; Y. pestis Topo-I cleavage product accumulation, plate reader; activity, % at 10 µM; hit rate 0.064% among 360,000; AID 504884; in the data active means activity above about 50%, passing the limit was not always enough; further: inactives centre near 2
TcdB inh: TcdB glycohydrolase inhibition | P18177 | TcdB glycohydrolase enzymatic assay, plate reader | inhibition, % at 9.99 µM | hit rate 0.24% among 350,000; in the data active means inhibition above about 10%
BoNT-A LC inh2: inhibitors of Botulinum neurotoxin A light chain protease. hit rate 0.17% among 360,000. inhibition, % at 10 µM. AID 588499. multiplex microsphere protease substrate cleavage, flow cytometry; further: plate controls were buffer without enzyme for full effect and enzyme alone for no effect
3CLpro inhibitor: SARS-CoV 3CLpro protease inhibition. P0C6X7. hit rate 0.14% among 290,000. inhibition, % at 6 µM. recombinant SARS-CoV 3CLpro, quenched FRET peptide cleavage. AID 1706; in the data active means inhibition above about 12%
Anthrax LF prot: blocks Bacillus anthracis lethal factor protease. multiplex microsphere protease cleavage assay, LF. hit rate 0.12% among 360,000. P15917. inhibition, % at 10 µM. AID 588501; further: plate controls were buffer without enzyme for full effect and enzyme alone for no effect
CCHF vOTU inh: blocks the CCHF virus ovarian tumor domain protease | hit rate 0.55% among 370,000 | CCHFV vOTU protease, Pep-AMC fluorescence | inhibition, % at 11.5 µM; in the data active means inhibition above about 30%; further: 0% = vehicle wells with enzyme and 100% = no enzyme wells
PfHsp40 yeast: rescue of PfHsp40-mediated yeast toxicity. hit rate 0.68% among 340,000. S. cerevisiae expressing PfHsp40, growth rescue, ATP luminescence. growth rescue, % at 12.5 µM; in the data active means growth rescue above about 28%, passing the limit was not always enough;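 further: yeast W303a lacking pdr1 and pdr3 grown in galactose medium; growth measured after three days at 30 °C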
Starred values were filed as active, the others as inactive; i = inactive; nt = no result given. Unless noted, no stated cut-off is given here; in the data, active means inhibition above about 30%; inconclusive means no clear call, values can overlap the other calls; inactive means below that. Only part of the results is shown; count on the stated rates, not on these rows.

#	Molecule	Vc quorum ag	VHR inh abs	SSB-PriA inh	Y pestis TopoI	TcdB inh
1	COc1ccc(C2C(C#N)=C(N)OC3=C2C(=O)CCC3)c(OC)c1OC (stereo unspecified)	i	29.2	-0.2	5.1	-1.1
2	COc1cccc(CC2(CO)CCCN(Cc3cc(F)ccc3-n3cccn3)C2)c1 (stereo unspecified)	-0.8	24.5	-3.1	-0.3	0.7
3	CSc1nc(-c2ccccc2)nn1C(=O)c1ccc(Cl)cc1	-0.6	-6.5	0.8	1.9	nt
4	Cn1c(CSCc2ccc(Cl)cc2Cl)n[nH]c1=S	i	-7.7	-14.4	10.4	1.3
5	Cn1ccnc1SCc1nc2c(cnn2-c2ccccc2)c(=O)[nH]1	-0.2	17.7	-1.1	10.7	-0.3
6	COc1ccccc1CCC(=O)OCC(=O)Nc1c(Br)cc(C)cc1Br	i	35.7	2.5	30.0	-12.0
7	CCOC(=O)C1CCCN(C(=O)c2cc3c(OC)c(OC)c(OC)cc3[nH]2)C1 (stereo unspecified)	16.7*	-2.0	0.5	-3.3	-0.5
8	O=C(C[n+]1cc(-c2ccc(F)cc2)n2c1CCC2)OCc1ccccc1	i	-7.4	-5.0	-3.4	nt

#	BoNT-A LC inh2	3CLpro inhibitor	Anthrax LF prot	CCHF vOTU inh	PfHsp40 yeast
1	0.8	-1.0	0.1	9.8	0.0
2	-1.3	-1.7	2.3	10.7	-1.0
3	-0.2	4.8	0.4	13.1	-0.7
4	0.6	-2.0	-6.3	13.6	1.0
5	0.2	-3.7	1.8	4.5	0.8
6	0.2	1.4	-1.1	23.9	0.3
7	-1.9	0.7	-3.2	2.8	-1.3
8	0.2	2.1	-0.3	19.7	-0.7

Remaining list, next part.
#	Molecule	Vc quorum ag	VHR inh abs	SSB-PriA inh	Y pestis TopoI	TcdB inh
9	Cc1cc(N2CCN(c3ccc(C(F)(F)F)cc3[N+](=O)[O-])CC2)c2ccccc2n1	i	20.7	45.9*	30.2	2.2
10	CC(=O)c1ccc(N2C(=NC(=O)C3CCCO3)SC3CS(=O)(=O)CC32)cc1 (stereo unspecified)	i	-2.2	12.6	0.2	-0.2
11	CC(OC(=O)CSc1ccc([N+](=O)[O-])cc1)C(=O)NCc1ccco1 (stereo unspecified)	-0.6	nt	-2.4	6.6	1.0
12	COc1ccc(C(=O)OCc2csc(C)n2)c(O)c1	-1.7	10.6	-17.6	2.5	0.2
13	CCOC(=O)CNC(=O)c1ccc(SCC)cc1	i	22.4	-12.7	-6.6	1.0
14	CCOC(=O)N1CCN(C(=O)C(CC(C)C)NC(=O)C2CCCCC2)CC1 (stereo unspecified)	-0.3	21.9	-4.1	-6.9	nt
15	O=C(O)/C=C/c1cn(-c2ncc(C(F)(F)F)cc2Cl)c2ccccc12	i	22.8	-5.0	-2.2	nt
16	O=C(NC(=S)N1CCN(C/C=C/c2ccccc2)CC1)c1ccc(Cl)nc1	i	20.1	-13.8	-4.1	0.2

#	BoNT-A LC inh2	3CLpro inhibitor	Anthrax LF prot	CCHF vOTU inh	PfHsp40 yeast
9	-1.2	4.7	-7.5	-0.1	1.5
10	-0.3	-1.7	0.1	21.6	0.9
11	3.1	nt	2.6	4.0	0.9
12	0.3	0.2	-0.1	-3.6	-1.1
13	-0.1	1.1	3.3	2.9	-1.4
14	0.7	6.5	-1.1	8.9	-1.1
15	0.4	-2.7	-5.8	6.0	-0.2
16	nt	6.1	nt	-3.5	0.2

Continuation.
#	Molecule	Vc quorum ag	VHR inh abs	SSB-PriA inh	Y pestis TopoI	TcdB inh
17	Cc1cc(C(=O)OCC(=O)Nc2cc(S(=O)(=O)N(C)C)ccc2C)c(C)o1	nt	-1.8	nt	nt	0.0
18	CCCCn1nnnc1C1(C)CCC(=O)N1CCc1ccc(OC)c(OC)c1 (stereo unspecified)	nt	nt	nt	nt	0.2
19	O=C(C[C@@H]1C/C=C\C[C@@H](Cc2ccc(F)cc2)C(=O)OC[C@@H]2CCCN2C1=O)NCCO	i	nt	nt	10.0	1.3
20	CCc1nnc(NC(=O)c2cc(-c3ccco3)nc3ccccc23)s1	-0.3	27.7	-4.5	-2.9	1.5
21	COc1ccc2oc(=O)c(C(=O)N3CCN(c4ccccc4F)CC3)cc2c1	-0.3	8.3	-3.1	11.3	nt
22	Cc1ccc(CN2CCC(n3nccc3NC(=O)CCOc3ccccc3)CC2)cc1C	i	1.8	10.6	18.3	1.0
23	CC(C)CCOC(=O)C1C(c2ccccc2)C(C(=O)O)C1c1ccccc1 (stereo unspecified)	-5.9	-19.9	-5.0	14.3	nt
24	COc1ccccc1C/C(N)=N/OC(=O)COc1ccccc1C	i	7.6	nt	4.3	1.3

#	BoNT-A LC inh2	3CLpro inhibitor	Anthrax LF prot	CCHF vOTU inh	PfHsp40 yeast
17	nt	-2.1	nt	1.2	nt
18	0.3	nt	-9.4	1.1	nt
19	0.1	nt	-6.3	-1.5	-0.7
20	1.4	-4.1	0.9	3.5	-0.2
21	0.1	-5.3	-4.9	-8.1	-0.7
22	1.3	-0.3	3.3	5.2	-0.4
23	-2.6	6.4	0.2	9.2	0.6
24	-1.5	-1.9	-1.2	-5.3	3.7

Following part:
#	Molecule	Vc quorum ag	VHR inh abs	SSB-PriA inh	Y pestis TopoI	TcdB inh
25	Fc1ccc(/C=N/Nc2nc3ccccc3[nH]2)cc1F	-0.5	16.0	nt	-22.1	3.9
26	Cc1cc(=O)oc2n[nH]c(-c3ccccc3)c12	1.1	-3.7	3.6	5.2	nt
27	O=C(NNc1cc(Br)c(O)c(Br)c1)c1ccccc1	-0.4	14.0	3.0	-10.6	-0.7
28	O=C1N/C(=C/c2ccc(N3CCOCC3)o2)C(=O)N1c1ccccc1	-0.1	4.6	3.4	5.6	0.6
29	Cc1ccccc1NC(=O)C(=O)Nc1ccccc1C	-0.5	36.0	-20.8	10.9	0.4
30	COC(=O)[C@H](CCSC)NC(=O)[C@@H](Cc1cnc[nH]1)NC(=O)OCc1ccccc1	i	3.5	10.7	4.5	0.8
31	CCCn1c(C)cc(C(=O)CSc2nc3nc(C)cc(C)n3n2)c1C	-0.6	-3.8	-5.1	17.6	0.5
32	Cc1cc(C)c(OCC(=O)OCC(=O)N2CCCc3ccccc32)c(C)c1	1.0	nt	0.4	5.3	-0.1

#	BoNT-A LC inh2	3CLpro inhibitor	Anthrax LF prot	CCHF vOTU inh	PfHsp40 yeast
25	-0.2	1.8	-10.3	-0.6	-0.6
26	0.4	3.8	4.4	-3.0	-1.2
27	-0.2	1.4	-1.4	11.9	-0.2
28	-0.2	-1.1	-1.0	-8.0	0.6
29	-0.9	3.0	0.4	5.1	1.1
30	-0.3	0.2	4.9	-1.7	-1.2
31	1.0	3.2	2.2	-5.8	-0.4
32	8.6	nt	10.0	3.6	0.5

Later entries
#	Molecule	Vc quorum ag	VHR inh abs	SSB-PriA inh	Y pestis TopoI	TcdB inh
33	O=C1CCN(Cc2ccccc2)CCN1CCO	i	10.4	-4.0	2.5	-0.8
34	COc1ccc(N2CCC(CNC(=S)Nc3cc(C)ccc3C)C2)cc1 (stereo unspecified)	i	19.1	-2.8	6.4	-20.2
35	CS(=O)(=O)c1ccc(C(=O)NC(Cc2ccccc2)c2ccccc2)cc1 (stereo unspecified)	i	-17.3	3.2	5.8	-0.3
36	O=C(O)c1ccc2c(c1)C(=O)/C(=C\c1ccco1)C2=O	-0.2	22.3	5.0	-5.7	-2.1
37	CC(C)(C)S(=O)N1Cc2cc(C(=O)NCC(F)(F)F)nc(-c3cccc(-c4cccc(F)c4)c3)c2[C@H]1CCO (stereo partly specified)	nt	nt	nt	nt	0.6
38	O=C(c1ccccc1)c1cc2cc(Cl)ccc2[nH]1	i	8.8	0.0	9.9	1.1
39	Cn1cc(C(=O)Nc2ccc(F)c(F)c2)cn1	i	13.3	-4.9	-7.5	nt
40	O=C(/C=C/c1ccc(Br)cc1)NC(=O)c1ccccc1O	-0.4	24.7	11.3	4.0	-0.4

#	BoNT-A LC inh2	3CLpro inhibitor	Anthrax LF prot	CCHF vOTU inh	PfHsp40 yeast
33	-1.5	nt	-12.7	3.4	20.0
34	0.0	6.2	-14.3	-3.0	3.9
35	-0.3	3.6	-17.5	-11.5	-1.2
36	-0.3	-1.3	-4.1	8.7	-0.5
37	-0.1	nt	4.6	4.0	nt
38	-2.1	1.1	-0.4	-0.2	1.2
39	0.2	-0.5	-2.9	0.9	-0.4
40	-0.3	-0.7	-0.8	25.9	0.2

The list continues.
#	Molecule	Vc quorum ag	VHR inh abs	SSB-PriA inh	Y pestis TopoI	TcdB inh
41	CN(C)c1cccc(C(=O)OCC(=O)N2CCc3ccccc3C2)c1	-0.2	25.6	8.4	3.6	1.0
42	O=C(COc1ccc([N+](=O)[O-])cc1)Nc1nc(-c2ccccn2)cs1	5.5	nt	31.2	-11.1	-0.3
43	C/C(=C1/SC(N2CC(C)OC(C)C2)=NC1=O)c1ccccc1 (stereo unspecified)	i	23.2	-15.2	10.2	nt
44	O=C(NN=Cc1cc(Br)c(O)c(Br)c1)c1ccccc1NS(=O)(=O)c1cccs1	i	nt	-3.2	-3.0	13.5*
45	COc1cccc(/C=N/NC(=O)c2c(C)nc3ccc(Cl)cn23)c1O	i	1.8	nt	5.2	-0.6

#	BoNT-A LC inh2	3CLpro inhibitor	Anthrax LF prot	CCHF vOTU inh	PfHsp40 yeast
41	-2.0	0.7	1.2	-5.9	-0.6
42	3.8	nt	0.3	-1.2	270.7*
43	-1.0	-1.0	-3.7	18.6	-0.2
44	0.7	nt	-2.6	3.8	1.2
45	2.3	-3.5	0.5	26.9	1.6

Filtered by structure, those above containing a Cl atom (6)
#	Molecule	Vc quorum ag	VHR inh abs	SSB-PriA inh	Y pestis TopoI	TcdB inh
3	CSc1nc(-c2ccccc2)nn1C(=O)c1ccc(Cl)cc1	-0.6	-6.5	0.8	1.9	nt
4	Cn1c(CSCc2ccc(Cl)cc2Cl)n[nH]c1=S	i	-7.7	-14.4	10.4	1.3
15	O=C(O)/C=C/c1cn(-c2ncc(C(F)(F)F)cc2Cl)c2ccccc12	i	22.8	-5.0	-2.2	nt
16	O=C(NC(=S)N1CCN(C/C=C/c2ccccc2)CC1)c1ccc(Cl)nc1	i	20.1	-13.8	-4.1	0.2
38	O=C(c1ccccc1)c1cc2cc(Cl)ccc2[nH]1	i	8.8	0.0	9.9	1.1
45	COc1cccc(/C=N/NC(=O)c2c(C)nc3ccc(Cl)cn23)c1O	i	1.8	nt	5.2	-0.6

#	BoNT-A LC inh2	3CLpro inhibitor	Anthrax LF prot	CCHF vOTU inh	PfHsp40 yeast
3	-0.2	4.8	0.4	13.1	-0.7
4	0.6	-2.0	-6.3	13.6	1.0
15	0.4	-2.7	-5.8	6.0	-0.2
16	nt	6.1	nt	-3.5	0.2
38	-2.1	1.1	-0.4	-0.2	1.2
45	2.3	-3.5	0.5	26.9	1.6

From PubChem BioAssay
